Bioassay records from PubChem BioAssay.
PriA SSB inh – K. pneumoniae PriA-SSBct interaction inhibition; AlphaScreen SSBct-PriA binding, biotinylated peptide; inhibition, % at 33 µM; AID 1272365; actives 0.6% (n = 430,000); in the data active means inhibition mostly above about 37%, no sharp cut-off; inactive means mostly below about 20%;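 further: plate controls were negative control peptide for no effect and reference peptide for full effect; strong numbers were not always called active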
An asterisk follows results filed as active; & = joins results of further samples.

SMILES	PriA SSB inh
Cc1nc(-c2cccs2)sc1CNC(=O)C1CCN(S(C)(=O)=O)CC1	-11.0
c1cnc2c(c1)ccc1c2ccc2cccnc21	21.4
Cc1ccc(S(=O)(=O)CCC(=O)N=c2sc3cc([N+](=O)[O-])ccc3n2C)cc1	-11.0
CC(=NNS(=O)(=O)c1ccc(C)c(C)c1)c1ccncc1	-16.2
O=C(c1ccc([N+](=O)[O-])cc1)N(Cc1ccccc1)Cc1ccco1	4.0
CC(=O)Nc1ccc(C(C)=NNC(=O)C2CC2c2ccccc2)cc1 (stereo not drawn)	-5.6
O=C(Nc1cnoc1)C1(c2ccccc2)CCOCC1	1.0
C=CCn1c(SCC(=O)Nc2ccc(S(N)(=O)=O)cc2)nc2scc(-c3ccc(OC)cc3)c2c1=O	-4.0
CCNC(=O)c1cn(-c2ccc(SCC(=O)Nc3ccccc3C(F)(F)F)nn2)cn1	18.0
C=CCNC(=S)NN=C(C)c1cccc(NC(C)=O)c1	1.3
CCOC(=O)c1sc(NC(=O)c2ccc(S(=O)(=O)N3CCN(C(=O)OCC)CC3)cc2)cc1C	-11.0
Cn1c(=O)c2c(ncn2C[C@H](O)CN2CCOCC2)n(C)c1=O	-2.0
CCNC(=O)N1CCO[C@@H](Cc2ccccc2)C1	-5.0
CCc1ccc(-n2c(=O)c3c4c(sc3n(Cc3cccc(Cl)c3)c2=O)CCCC4)cc1	-7.0
COc1ccc(CC(=O)NCCn2ncc3c(=O)n(Cc4ccc(Br)cc4)cnc32)cc1OC	14.0
COc1cn(CC(=O)Nc2ccc3c(c2)OCO3)c(CN2CCOCC2)cc1=O	-14.0
CSc1cccc(NC(=O)C(=O)NCC2CCN(Cc3cccs3)CC2)c1	-10.0
O=C(CSCc1ccccc1)N1CCC(N2CCC(Oc3ccccc3F)CC2)CC1	-3.0
NC(=O)c1ccc(NC(=O)/C=C/c2ccc(Cl)cc2)cc1	1.0
C=CCn1c(-c2ccc(OC)cc2)c[nH]c1=S	-13.0
Cc1cc(C(=O)NN=Cc2sc(N3CCOCC3)nc2-c2ccccc2)c(C)o1	-12.9
Cc1ccc(C)c2sc(N(CCN3CCOCC3)C(=O)CSc3ccccc3)nc12	2.0&7.0
O=C(NCC(=O)N1CCC(S(=O)(=O)Cc2ccco2)CC1)OCc1ccccc1	-1.0
O=C(Nc1nnc(-c2ccno2)o1)c1cc2ccccc2oc1=O	-9.0
COC(=O)C/C(=N\Nc1nc2sc(C)c(C)c2c(=O)[nH]1)C(=O)OC	4.0
Cc1nn(C(C)C)c(C)c1S(=O)(=O)NCCn1ccc(-c2ccsc2)n1	-10.0
CCc1ccc(S(=O)(=O)NCC2CCN(Cc3ccccc3)CC2)cc1	-12.0
CSc1nc(N2CCOCC2)c2cnn(CCNC(=O)c3c(F)cccc3Cl)c2n1	-2.0
Cc1cc(O)c2ncccc2c1	15.4
CCOC(=O)c1c(NC(=O)c2cc(OCC)c(OCC)c(OCC)c2)sc2c1CCN(Cc1ccccc1)C2	-24.0
O=C(NCCC1CCCCN1S(=O)(=O)c1cccs1)C1(c2ccccc2)CCOCC1 (stereo not drawn)	-16.0
COc1cc(/C=N\Nc2nc3ccccc3[nH]2)ccc1O	30.0
COc1ccc(Br)cc1S(=O)(=O)Oc1c(Cl)cc(Cl)c2cccnc12	-10.0
COc1nn(C)cc1C(=O)NCCc1c[nH]c2ccccc12	3.0
CCNC(=O)C1CCN(c2cc(SCC(=O)NCc3ccc(C)cc3)ncn2)CC1	-14.0
Cc1ccc(-c2nnc(Oc3ccc(NC(=O)Cc4cccc5ccccc45)cc3)c3ccccc23)cc1	-14.0&-13.0
CCCc1cc(=O)[nH]c2nnc(SCc3ccccn3)n12	3.0
O=C(NCCCn1nc(-c2ccc(Cl)cc2)ccc1=O)C1CCCC1	-14.0
COCCn1c(=NC(=O)c2cc(Cl)cc(Cl)c2)sc2cc(NC(C)=O)ccc21	-3.0
Cn1c(C(=O)NN=Cc2ccccc2)cc2ccccc21	-14.4
COc1ccccc1NC(=O)CC(C)=NNC(=O)C12CC3CC(CC(C3)C1)C2	-5.5
Cn1cc(S(=O)(=O)N2CCCN(C(=O)c3cnccn3)CC2)cn1	-12.0
Cc1ccc2sc(N3CCN(C(=O)CS(=O)(=O)c4ccccc4)CC3)nc2c1C	-1.0
COC(=O)c1ccc(C=NN2CCN(c3ccccc3)CC2)cc1	-12.3
Cc1ccc(Cn2c(C=O)nc3ccccc32)cc1	7.0
CS(=O)(=O)c1ccc2nc(NC(=O)c3ccc(-n4cncn4)nn3)sc2c1	-19.0
CCN1C(=O)Cc2cc(NS(=O)(=O)Cc3ccc(Cl)cc3)ccc21	-4.0
O=C(CNc1cccc(C(F)(F)F)c1)NN=Cc1cn(-c2ccccc2)nc1-c1ccccc1	-10.2
O=C(CSc1nnc(-c2cccnc2)n1-c1ccccc1)N1CCN(c2ccccn2)CC1	-17.0&2.0
Cc1ccc(S(=O)(=O)Cc2ccc(-c3nc(-c4ccccc4OCc4ccccc4)no3)o2)cc1	8.0

(next part)
SMILES	PriA SSB inh
O=C(Nc1ccon1)NC1CC(=O)N(c2ccc(F)cc2)C1 (stereo not drawn)	-19.0
CC(NC(=O)/C=C/c1ccc2c(c1)OCO2)c1ccccc1 (stereo not drawn)	0.0
O=C(c1cc(-c2ccccc2)on1)N1CC(Oc2nccs2)C1	5.0
Cc1ccccc1OCCOc1ccc([N+](=O)[O-])cc1C=Nn1cnnc1	-4.8
CC(CCc1c[nH]c2ccccc12)=NO	0.3
Cc1oc2ccc(NS(=O)(=O)c3cccc4cccnc34)cc2c1C(=O)OCc1ccccc1	3.0
COc1ccccc1NC(=O)Nc1nc(CC(=O)Nc2ccccc2C(N)=O)cs1	-21.0
CS(=O)(=O)c1cccc(C(=O)Nc2nnc(-c3ccno3)o2)c1	13.0
COC(C)(CNC(=O)c1cc(C)on1)c1ccccc1F (stereo not drawn)	11.0
Cn1cc(S(=O)(=O)N2CCCN(C(=O)c3ccccc3C(F)(F)F)CC2)cn1	-12.0
CCOc1cccc2cc(-c3csc(NC(=O)c4ccnn4C)n3)oc12	-8.0&-2.0
O=C(Nc1ccccc1C(=O)NN=Cc1ccco1)c1ccc(F)cc1	-1.2
Cc1ccc(C2=NN(S(C)(=O)=O)C(c3cn(-c4ccccc4)nc3-c3cccs3)C2)cc1 (stereo not drawn)	18.0
O=c1ccc(-c2ccccc2)nn1Cc1ccc(Cl)cc1Cl	-9.0
Cc1cccc(CSc2nc(-c3ccccc3Cl)nc3c2Cc2c(CO)cnc(C)c2O3)c1	-2.0
COc1cc(C=Nn2cnnc2)ccc1Oc1nc(Cl)ncc1F	-5.8
COc1cccc(NC(=O)Cn2nc(-c3ccc(F)cc3)c3sc(N4CCCC4)nc3c2=O)c1	5.0
CCOc1ccc(C(=O)Nc2ccc(-c3ccc(NC(=O)c4ccc(OCC)cc4)c(OC)c3)cc2OC)cc1	9.0
O=C(CSc1c(-c2ccccc2)[nH]c2ccccc12)NC1CCCCC1	-4.0
O=S(=O)(CCl)N1CCOCC1	-4.0

Quoted from the listing.
PriA SSB inh with Cc1cccc(CSc2nc(-c3ccccc3Cl)nc3c2Cc2c(CO)cnc(C)c2O3)c1 = -2.0
PriA SSB inh with CCOc1cccc2cc(-c3csc(NC(=O)c4ccnn4C)n3)oc12 = -8.0&-2.0
PriA SSB inh with O=c1ccc(-c2ccccc2)nn1Cc1ccc(Cl)cc1Cl = -9.0
PriA SSB inh with O=C(Nc1ccccc1C(=O)NN=Cc1ccco1)c1ccc(F)cc1 = -1.2
PriA SSB inh with Cc1ccc(C2=NN(S(C)(=O)=O)C(c3cn(-c4ccccc4)nc3-c3cccs3)C2)cc1 (stereo not drawn) = 18.0
PriA SSB inh with COc1cc(C=Nn2cnnc2)ccc1Oc1nc(Cl)ncc1F = -5.8
PriA SSB inh with O=S(=O)(CCl)N1CCOCC1 = -4.0

The listing continues:
SMILES	PriA SSB inh
O=C(Nc1ccccc1-c1nc2ccccc2s1)c1cccc(C(=O)Nc2ccccc2-c2nc3ccccc3s2)n1	-11.0&-7.0
CC(C)c1nnc(C2CCN(S(=O)(=O)N(C)C)CC2)o1	-14.0
O=C(c1ccccc1)N1CCc2ccc(NS(=O)(=O)Cc3ccc(Cl)cc3)cc2C1	-9.0&4.0
CC(C)c1ccc(-c2csc(NC(=O)c3ccno3)n2)cc1	-1.0
COc1ccc(Cl)cc1S(=O)(=O)Nc1ccc2c(c1)CCC(=O)N2CCC(C)C	-13.0
NC(=O)c1ccsc1NC(=O)C1CCCN1S(=O)(=O)c1ccc(Cl)s1 (stereo not drawn)	-7.0
CC(C)C(=O)N1CCc2ccc(NC(=O)c3cccc(C(F)(F)F)c3)cc2C1	-4.0&-3.0
NC(=S)NN=Cc1ccc(C=NNC(N)=S)cc1	1.9
CCn1nc(C)c(CN(C)C(=O)c2cc3c(=O)[nH]c(C)cn3n2)c1C	-9.0
CC(=NNC(=O)C(=O)NN=C(C)c1cccc(O)c1)c1cccc(O)c1	-19.3
NC(=O)c1ccccc1NC(=O)CCCn1nc(-c2ccc(F)cc2)ccc1=O	-7.0&-1.0
O=S(=O)(NCCOc1cc(N2CCCC2)ncn1)c1ccc2c(c1)CCCC2	-7.0
COC(=O)Cc1c(C)nc2c(-c3ccccc3)c(C)[nH]n2c1=O	-11.0
O=C(Cc1ccc(F)cc1)Nc1ccc2c(c1)N(C(=O)[C@@H]1CCCO1)CC2	2.0
Cc1ccc(N2CC(NC(=O)NC(C)(CO)CO)CC2=O)cc1 (stereo not drawn)	-8.0
COc1ccc(/C=C/C(=O)NC(=S)N2CC3C[C@H](C2)Cn2c3cccc2=O)cc1OC	1.6
CCOC(=O)c1c(NC(=O)c2nc3ccccc3s2)sc2c1CC(C)(C)NC2(C)C	1.0
CCOC(=O)c1cnn2ccc(NC(=O)C(C)(C)Oc3ccc(Cl)cc3)cc12	-22.0
Cc1csc(NN=Cc2ccc(O)c([N+](=O)[O-])c2)n1	6.6
CC(CC(C)(C)c1ccccc1)=NNS(=O)(=O)c1ccccc1	-5.2
Nc1nonc1-n1nnc(C(=O)NN=Cc2ccccc2Br)c1CN1CCCC1	-0.4
CCc1cccc(CC)c1N(COC)C(=O)CN1c2ccccc2NC1CC (stereo not drawn)	7.0
O=C(Cc1cccs1)Nc1ccc(S(=O)(=O)N2CCN(c3cnccn3)CC2)cc1	-7.0
Cc1ccc(-n2cc(C(=O)N3CCCCC3)nn2)cc1C	-23.0
COc1ccc(C)c2sc(NC(=O)C3CCCN(S(C)(=O)=O)C3)nc12 (stereo not drawn)	-16.0
COc1cc2c(cc1OC)C(COc1cccc(C(F)(F)F)c1)N(C(=O)c1cccc(OC)c1OC)CC2 (stereo not drawn)	11.0&13.0
CCOC(=O)N1CCN(CCn2cccn2)CC1	0.0
O=S(=O)(NCCS(=O)(=O)N1CCN(c2ccc(F)cc2)CC1)c1ccc(Cl)cc1	-14.0
COc1ccc(-n2nncc2CN2CCN(C(=O)C3(c4ccccc4)CC3)CC2)cc1F	-6.0
Cc1nc2ccc(C(=O)N3CCC(n4cc(-c5ccccc5)nn4)C3)cc2s1 (stereo not drawn)	-13.0
O=C(NCC1CCN(S(=O)(=O)C2CC2)CC1)C1CC=CCC1 (stereo not drawn)	-3.0
COC(=O)c1cn(NC(=O)CCn2c(=S)oc3ccccc32)c(=O)c2ccccc12	-9.0
N#Cc1ccccc1NC(=O)C(=O)NCc1ccsc1	-6.0
COc1cccc2cc(C(=O)Nc3nnc(-c4ccc(SC)cc4)o3)oc12	-12.0&2.0
COc1ccccc1OCCCn1c([C@H]2CC(=O)N(c3cccc(Cl)c3C)C2)nc2ccccc21	5.0
O=C(Nc1sc2c(c1C(=O)NCC1CCCO1)CCC2)c1cc(-c2ccccc2)on1 (stereo not drawn)	-1.0
CS(=O)(=O)N1CCC(C(=O)NC2CCC(Oc3cnccn3)CC2)CC1 (stereo not drawn)	-10.0
O=C(CCS(=O)(=O)c1ccccc1)NCCn1ccnc1-c1ccccn1	-8.0
CCOC(=O)c1ccccc1NC(=O)Cn1cc(OC)c(=O)cc1CSc1ccc(F)cc1	-10.0
CC(NC(=O)c1csc(Nc2ccc(S(C)(=O)=O)cc2)n1)c1ccccc1 (stereo not drawn)	-3.0
CCC(C)=NOc1nc(C)cc(C)n1	-6.7
O=C(Cc1csc(SCc2ccc(Br)cc2)n1)NCc1ccc2c(c1)OCO2	-6.0
Cc1ccccc1Cn1cnc2c(cnn2CCNC(=O)CC2CCCC2)c1=O	6.0
CCNc1cc(NCCNC(=O)c2ncccn2)nc(C)n1	-3.0
COC(=O)c1cc(Br)ccc1-c1ccc(C=Nn2nnnc2N)o1	-11.7
Nc1nnc(-c2cccc(F)c2)o1	-14.0
COc1ccc2c(c1)[nH]c1c(=O)n(N=Cc3ccc(OC)c(CN4CCCC4)c3)cnc12	11.3
ClC1(Cl)CC1CSc1cccc2cccnc12 (stereo not drawn)	128.0*
CCNC(=O)NCc1cc(C2CC2)n(C)n1	-13.0
CCN1C(=O)/C(=C2/C(=O)N(CC(=O)Nc3c(C)n(C)n(-c4ccccc4)c3=O)c3ccccc32)SC1=S	-13.0

(listing goes on)
SMILES	PriA SSB inh
Cc1c(C=NNC(=O)C(NC(=O)c2ccc3c(c2)OCO3)C(C)C)c2ccccc2n1C (stereo not drawn)	2.0
Cc1cc(C(=O)NN=Cc2cc(C(C)(C)C)ccc2O)n[nH]1	-13.4
O=C(NC1CCN(c2cc(C(F)(F)F)ncn2)CC1)C1CC(=O)N(c2ccccc2)C1 (stereo not drawn)	8.0
COc1ccc(OCc2noc(CNC(=O)c3ccc(C(C)(C)C)cc3)n2)cc1	8.0
CC(CCN1CCc2nc(-c3ccccc3)c(-c3ccccc3)cc2C1)=NO[C@@H](C)c1cc(-c2c(C)cc(C)cc2C)no1	-2.0
O=C(NCCn1cnc(-c2ccccc2)cc1=O)c1cc(N2CCCC2)ncn1	-7.0

4 of these compounds, reformatted.
CC(CCN1CCc2nc(-c3ccccc3)c(-c3ccccc3)cc2C1)=NO[C@@H](C)c1cc(-c2c(C)cc(C)cc2C)no1
  PriA SSB inh: -2.0
O=C(NC1CCN(c2cc(C(F)(F)F)ncn2)CC1)C1CC(=O)N(c2ccccc2)C1 (stereo not drawn)
  PriA SSB inh: 8.0
Cc1cc(C(=O)NN=Cc2cc(C(C)(C)C)ccc2O)n[nH]1
  PriA SSB inh: -13.4
Cc1c(C=NNC(=O)C(NC(=O)c2ccc3c(c2)OCO3)C(C)C)c2ccccc2n1C (stereo not drawn)
  PriA SSB inh: 2.0

A portion of the library. The share of hits here may be higher or lower than overall.
